# Assay outcomes as filed in PubChem BioAssay.
# C diff HTS = inhibitors of Clostridium difficile growth; Clostridium difficile clinical isolate growth, OD600, 24 h; hits give low values; growth activity, negative = inhibition, % at 16 µg/mL (by protocol); actives 0.25% (n = 86,000);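 active means mean growth activity at or below -80% and every replicate also at or below -80%; inconclusive means mean at or below -80% but some replicate above -80%; inactive means mean growth activity above -80%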;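 further: 0% = DMSO wells and -100% = levofloxacin 16 µg/mL wells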
# Pf Dd2 growth = blocks growth of Plasmodium falciparum Dd2 parasites. actives 2.3% (n = 94,000). AID 1159554. P. falciparum Dd2 growth, SYBR Green, 72 h; hits give low values. activity change, % at 10 µM; in the data active means activity change below about -80%; inconclusive means no clear call, values can overlap the other calls
# KDM4C inh = KDM4C (human) demethylase inhibition; Q9H3R0; GST-KDM4C 2-372, H3K9me3 peptide, LANCE TR-FRET; inhibition, % at 12.5 µM; actives 0.15% (n = 96,000); AID 720574;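 active means mean replicate inhibition above about 25%, with at least 55% of replicates also reaching it, limit read from the data, passing the limit was not always enough; inconclusive means only one of those two conditions met; inactive means neither condition met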
# Target sequence (Q9H3R0 2-372 limits assumed): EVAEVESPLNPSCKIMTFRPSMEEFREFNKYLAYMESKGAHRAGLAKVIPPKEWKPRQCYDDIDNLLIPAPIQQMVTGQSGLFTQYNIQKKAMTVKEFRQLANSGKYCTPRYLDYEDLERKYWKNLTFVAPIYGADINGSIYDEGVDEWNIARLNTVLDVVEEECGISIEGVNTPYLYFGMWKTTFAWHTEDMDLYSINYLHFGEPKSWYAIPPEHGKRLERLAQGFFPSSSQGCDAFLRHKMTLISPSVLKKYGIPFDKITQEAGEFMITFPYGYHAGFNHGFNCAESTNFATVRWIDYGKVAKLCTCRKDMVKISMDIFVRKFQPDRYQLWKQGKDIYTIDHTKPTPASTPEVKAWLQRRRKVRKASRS
#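 System: N-terminal GST-fused human GASC-1 (KDM4C) fragment, residues 2-372 / Amount: 10 nM GST-KDM4C in enzyme reaction / Also added: H3K9me3 peptide with Fe(II)/2OG / Times: 30 min demethylation and 1 h detection at room temperature / Signal: LANCE TR-FRET / Read-out basis: Fall in 671/618 emission ratio as inhibition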
# Tcruzi prolif = blocks T. cruzi growth in NIH3T3 culture; T. cruzi beta-gal in NIH3T3, GalScreen luminescence, 90 h; actives 5.9% (n = 77,000); inhibition, % at 8.34 µM; AID 624255;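 active means mean inhibition above about 93%, with at least 55% of replicates each passing it, limit read from the data, passing the limit was not always enough; inconclusive means only one of those two conditions holds; inactive means neither condition holds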
# Numbers without * were called inactive; ? = inconclusive; . = no result given; & = joins results of further samples.
SMILES,C diff HTS,Pf Dd2 growth,KDM4C inh,Tcruzi prolif
CN(C)C(=O)c1cccc(-c2ccc3c(c2)[C@@H]2[C@@H](CCN2C(=O)c2cnccn2)[C@@H](CO)N3)c1,-0.2,-16.3,-0.3,47.0
CCCN(C)C[C@@H]1Oc2cc(C#Cc3ccc(F)cc3)ccc2S(=O)(=O)N([C@H](C)CO)C[C@H]1C,4.6,-9.3,0.5,100.1*
COc1ccc(S(=O)(=O)N(C)C[C@H]2Oc3ccc(NC(=O)Cc4cn(C)c5ccccc45)cc3CC(=O)N([C@@H](C)CO)C[C@@H]2C)cc1,-2.0,7.9,-0.6,6.6
CCCC#Cc1ccc2c(c1)O[C@@H](CN(C)Cc1cncnc1)[C@H](C)CN([C@@H](C)CO)S2(=O)=O,8.1,-62.4,-1.1,47.7
O=C(C[C@@H]1C[C@H]2c3cc(NC(=O)CC4CC4)ccc3O[C@H]2[C@@H](CO)O1)NCc1ccc(-c2ccccc2)cc1,-0.3,-5.0,-3.1,2.6
C[C@H]1CN([C@@H](C)CO)S(=O)(=O)c2ccc(C3=CCCCC3)cc2O[C@H]1CN(C)S(=O)(=O)c1cn(C)cn1,0.4,-27.8,-0.5,-16.4
CCS(=O)(=O)Nc1ccc2c(c1)C(=O)N(C)C[C@@H](OC)[C@H](C)CN(CCC(F)(F)F)[C@@H](C)CO2,.,-8.0,-1.2,67.3
Cc1noc(C)c1S(=O)(=O)Nc1ccc2c(c1)C(=O)N([C@H](C)CO)C[C@H](C)[C@@H](CN(C)S(=O)(=O)c1cn(C)cn1)O2,8.5,-57.9,.,.
CNC[C@H]1Oc2ccc(NC(=O)NC(C)C)cc2C(=O)N([C@H](C)CO)C[C@H]1C,2.4,12.6,-0.2,-53.9
CCC(=O)N1CC2(C1)[C@@H](c1ccccc1)[C@@H](CO)N2C(=O)c1cccnc1,-3.2,31.6,-1.8,.
Cc1noc(C)c1NC(=O)Nc1ccc2c(c1)CC(=O)N([C@H](C)CO)C[C@@H](C)[C@@H](CN(C)C(=O)NC(C)C)O2,-7.0,13.6,1.3,-2.2
O=C(C[C@@H]1C[C@@H]2c3cc(NC(=O)Nc4ccccc4F)ccc3O[C@@H]2[C@H](CO)O1)NCc1cc(F)ccc1F,-1.7,16.9,-0.7,.
C[C@H]1CN([C@@H](C)CO)C(=O)c2cc(NC(=O)Cc3ccccc3)ccc2O[C@@H]1CN(C)Cc1ccc(Cl)c(Cl)c1,4.0,-1.4,-0.1,106.1
CCC(=O)Nc1ccc2c(c1)OC[C@@H](C)N(S(=O)(=O)c1cn(C)cn1)C[C@@H](C)[C@H](OC)CN(C)C2=O,.,4.9,-0.4,11.8
CCC(=O)N1[C@@H]2c3ccc(-c4cccc(F)c4)c(=O)n3C[C@@H]2[C@@H](CO)[C@@H]1C(=O)N1CCCCC1,-2.6,16.5,0.1,.
CN(C[C@@H]1N[C@H](CO)[C@@H]1c1ccc(-c2cccc(F)c2)cc1)S(C)(=O)=O,-5.2,-38.0,-7.0,14.6
COCC(=O)N(C)C[C@H]1Oc2cc(C#C[C@H](C)O)ccc2S(=O)(=O)N([C@H](C)CO)C[C@@H]1C,-2.3,.,-3.0,0.6
O=C(Nc1ccc(F)cc1)N1CCCCN2[C@@H](CO)[C@H](c3ccc(-c4cccc(F)c4)cc3)[C@@H]2C1,37.2,-30.0,0.6,106.2*
C[C@@H]1CN([C@@H](C)CO)C(=O)c2cccc(NS(=O)(=O)c3ccc(F)cc3)c2O[C@@H]1CN(C)Cc1ccc(Oc2ccccc2)cc1,.,-77.9,0.4,47.8
C[C@@H]1CN([C@H](C)CO)C(=O)c2cc(NC(=O)Nc3ccc(C(F)(F)F)cc3)ccc2O[C@@H](C)CCCCO[C@@H]1CN(C)Cc1ccc(C(=O)O)cc1,1.0,26.7,1.3,31.0
O=C(C[C@H]1CC[C@@H](NC(=O)C2CC2)[C@H](CO)O1)NCc1ccncc1,-0.8,14.8,-3.7,-30.3
O=C(C[C@H]1C[C@H]2c3cc(NC(=O)c4cccnc4)ccc3O[C@H]2[C@@H](CO)O1)NC1CCCCC1,-5.8,-0.4,0.3,-46.6
C[C@H](CO)N1C[C@H](C)[C@@H](CN(C)C(=O)c2ccc(F)cc2)Oc2ncc(-c3ccc(F)cc3)cc2C1=O,-2.9,.,-2.1,12.3
O=C(C[C@H]1C[C@@H]2c3cc(NS(=O)(=O)c4ccc(F)cc4)ccc3O[C@@H]2[C@@H](CO)O1)NCc1ccccn1,-6.6,-1.7,2.6,.
CC=Cc1ccc2n(c1=O)C[C@@H]1[C@@H](CO)[C@H](C(=O)N(C)C)N(Cc3cccc(F)c3)[C@H]21 (mixture of isomers),-3.4,.,0.4,24.2
Cc1noc(C)c1NC(=O)N(C)C[C@@H]1OCCCC[C@H](C)Oc2ccc(NC(=O)C3CCCCC3)cc2C(=O)N([C@@H](C)CO)C[C@@H]1C,-0.8,-45.9,0.0,12.3
COc1ccc(NC(=O)N(C)C[C@@H]2OCCCC[C@H](C)Oc3ccc(NS(=O)(=O)c4c(C)noc4C)cc3C(=O)N([C@@H](C)CO)C[C@H]2C)cc1,20.0,-19.6,1.2,.
CC(=O)N(C)C[C@@H]1OCc2ccccc2-c2ccccc2C(=O)N([C@H](C)CO)C[C@H]1C,-0.5,22.7,1.8,-4.3
O=C(C1CCCCC1)N1CC2(C1)[C@H](c1ccccc1)[C@H](CO)N2Cc1cncnc1,-5.9,-41.9,0.8,.
COc1ccc(S(=O)(=O)N(C)C[C@H]2Oc3ccc(NS(=O)(=O)c4cn(C)cn4)cc3CC(=O)N([C@H](C)CO)C[C@H]2C)cc1,-0.3,2.4,4.4,-29.7
C[C@H](CO)N1C[C@H](C)[C@H](CN(C)S(=O)(=O)c2ccccc2)Oc2ccc(NC(=O)NC3CCCCC3)cc2CC1=O,0.9,-34.9,-0.3,7.5
O=C(Nc1ccc(F)cc1)N[C@H]1CC[C@H](CCn2cc(-c3ccc(F)cc3)nn2)O[C@H]1CO,-0.4,20.6,3.3,9.4
C[C@H](CO)N1C[C@H](C)[C@@H](CN(C)S(C)(=O)=O)Oc2ccc(NC(=O)Cc3cn(C)c4ccccc34)cc2C1=O,-0.9,11.2,.,22.9
O=C(N[C@@H]1CC[C@@H](CC(=O)N2CCc3ccccc3C2)O[C@H]1CO)C1CCC1,-8.8,9.2,-2.2,3.9
COc1ccc2c3c([nH]c2c1)[C@@H](CO)N(C)CC31CN(S(=O)(=O)c2cn(C)cn2)C1,-4.4,67.2,-0.3,.
COc1cccc(S(=O)(=O)N2CC[C@H]3[C@H](CO)Nc4ccc(C#Cc5ccccc5)cc4[C@H]32)c1,-3.2,-12.7,-4.3,16.8
C[C@H]1CN([C@@H](C)CO)C(=O)c2cccc(N(C)C)c2O[C@H]1CN(C)S(C)(=O)=O,-0.2,7.1,?,34.1
CN(C)C(=O)C[C@H]1CC[C@@H]2[C@H](COC[C@H](O)CN2Cc2ccc(C(F)(F)F)cc2)O1,10.3&-13.1,26.0,-0.9,-12.5
COc1ccc(NC(=O)Nc2ccc3c(c2)[C@@H]2C[C@H](CC(=O)NC4CCCC4)O[C@@H](CO)[C@@H]2O3)cc1,.,6.7,1.3,19.4
CCNC(=O)c1cc2c(c(-c3cccc(-c4ccncc4)c3)n1)[C@@H](CCO)N(S(=O)(=O)CC)C2,-0.4,12.1,-0.8,.
C[C@H](CO)N1C[C@H](C)[C@H](CN(C)S(=O)(=O)c2ccc(Cl)cc2)Oc2ccc(NC(=O)CCCCCC(=O)Nc3ccccc3N)cc2CC1=O,.,-90.9*,0.0,57.7
O=C(C[C@H]1C=C[C@@H](NS(=O)(=O)c2ccc(F)cc2)[C@@H](CO)O1)NCc1ccccc1F,-5.1,12.0,0.2,.
O=C1CN(S(=O)(=O)Cc2ccccc2)C[C@H]2[C@@H](c3ccc(C#CCC4CCCC4)cc3)[C@@H](CO)N12,-10.8,-46.6,-0.9,.
C/C=C/c1ccc([C@H]2[C@@H](CO)N(C(=O)NCCC)[C@H]2CN(C)C(=O)CC)cc1,-0.9,0.9,2.8,.
O=C(Nc1ccc2c(c1)[C@@H]1C[C@@H](CC(=O)N3CCCCC3)O[C@@H](CO)[C@@H]1O2)NC1CCCC1,-7.6,-6.1,0.1,57.5
C[C@@H]1CN([C@@H](C)CO)C(=O)c2cccc(NC(=O)Nc3cccc4ccccc34)c2O[C@@H]1CN(C)Cc1ccc(C(F)(F)F)cc1,20.4,-4.2,3.0,.
COCC(=O)N1[C@H](C#N)[C@H](c2ccccc2-c2cccc(C)c2)[C@@H]1CO,-4.6,49.5,2.8,.
O=C(CC1CC1)N1CC(=O)N2[C@H](CO)[C@H](c3ccc(-c4cccnc4)cc3)[C@@H]2C1,-0.2,17.0,-1.3,.
CO[C@H]1CN(C)C(=O)c2ccc(NC(=O)c3cccc(F)c3)cc2OC[C@@H](C)N(C(C)=O)C[C@@H]1C,-5.3,-22.8,-1.9,-18.6
Cc1ccc(OC(=O)N(C)C[C@H]2OCc3cn(nn3)CCCC(=O)N([C@H](C)CO)C[C@H]2C)cc1,-3.5,19.4,1.6,44.7
CCNC(=O)[C@@H]1[C@@H](CO)[C@@H]2Cn3c(ccc(-c4ccccc4F)c3=O)[C@@H]2N1CC1CC1,-1.3,1.6,4.3,-0.6
C[C@@H]1CCCCO[C@@H](CN(C)S(=O)(=O)c2ccc(Cl)cc2)[C@H](C)CN([C@@H](C)CO)C(=O)c2cc(NS(=O)(=O)c3ccccc3)ccc2O1,-0.5,-58.1,-0.7,.
COCC(=O)N1CCCCN2[C@H](CO)[C@@H](c3ccc(C#Cc4ccc(OC)cc4)cc3)[C@@H]2C1,4.6,-14.3,-0.4,107.6*
O=C(C[C@H]1CC[C@H]2[C@@H](COC[C@@H](O)CN2Cc2cc(F)ccc2F)O1)N[C@@H]1CCN(Cc2ccccc2)C1,6.3&5.2,-72.7,-0.4,99.3*
CCC(=O)N(C)C[C@H]1Oc2ncc(-c3ccc(C#N)cc3)cc2C(=O)N([C@@H](C)CO)C[C@H]1C,0.4,30.0,0.2,51.9
COc1ccc(NC(=O)N(C)C[C@@H]2OCc3cn(nn3)CCCC(=O)N([C@@H](C)CO)C[C@H]2C)cc1,-0.3,0.1,1.7,9.9
CO[C@@H]1CN(C)C(=O)c2cc(NC(=O)Nc3ccccc3Cl)ccc2OC[C@@H](C)N(C(C)=O)C[C@H]1C,.,33.5,-2.6,7.0
C[C@H](CO)N1C[C@H](C)[C@@H](CN(C)C)Oc2ccc(NC(=O)Nc3ccc(F)cc3)cc2C1=O,3.5,5.4,-0.8,.
C[C@H](CO)N1C[C@H](C)[C@H](CN(C)C(=O)C2CCC2)Oc2cc(-c3ccccc3)ccc2S1(=O)=O,.,-35.8,-0.8,65.9
CC(C)c1ccc(NC(=O)C[C@H]2CC[C@H]3[C@@H](COc4ccc(NC(=O)c5ccno5)cc4C(=O)N3C)O2)cc1,22.8,.,0.5,79.2

# Continued:
SMILES,C diff HTS,Pf Dd2 growth,KDM4C inh,Tcruzi prolif
CCCc1cn(CC[C@H]2CC[C@@H](NC(=O)C3CC3)[C@H](CO)O2)nn1,-3.2,4.6,-1.1,.
O=C(C[C@@H]1CC[C@@H]2[C@H](COC[C@@H](O)CN2C(=O)c2cccnc2)O1)Nc1ccc(-c2ccccc2)cc1,-1.3&-4.6,-10.3,-0.8,-39.5
C[C@H](CO)N1C[C@H](C)[C@H](CN(C)C)Oc2c(NC(=O)c3cnccn3)cccc2C1=O,-5.0,17.7,-0.6,.
CC=Cc1ccc2n(c1=O)C[C@@H]1[C@@H](CO)[C@H](C(=O)N3CCCCC3)N(C(=O)CC)[C@H]21 (mixture of isomers),-2.9,.,1.4,27.1
CO[C@H]1CN(C)C(=O)c2cc(NS(=O)(=O)c3ccccc3)ccc2OC[C@H](C)N(C(=O)NC(C)C)C[C@@H]1C,.,6.2,1.8,-4.2
